Source: PubChem (Broad Institute)
RAD52 anneal inh: blocks human RAD52 DNA annealing; P43351; recombinant RAD52 DNA annealing, FRET fluorescence; inhibition, % at 18.7 µM; actives 0.46% (n = 360,000);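 active means every replicate showing at least 50% inhibition; inconclusive means mean inhibition at least 50% but not in every replicate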
esBAF inh: blocks esBAF chromatin remodeling in mouse ES cells; AID 602393; reporter increase, % at 12.5 µM; Bmi1-luciferase knock-in reporter, 24 h; 100% = twice the neutral-well signal; actives 2% (n = 350,000); in the data active means activation above about 40%; inconclusive means no clear call, values can overlap the other calls;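 further: 0% = median of the plate's neutral control wells and 100% = double that signal; a rise in the Bmi1 reporter signal indicates esBAF inhibition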
EWS-Fli inh: blocks EWS/Fli oncoprotein-driven transcription. actives 0.67% (n = 350,000). AID 651661. inhibition, % at 12.6 µM. A673 NR0B1-luciferase reporter, viability-normalised;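 active means mean inhibition of at least 50% after viability correction, with every replicate also passing that limit; inconclusive means mean reaches 50% but only one of two replicates passes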;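 further: firefly luciferase signal divided by Alamar Blue viability fluorescence both relative to DMSO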
E-selectin induc: induces E-selectin expression in human endothelial cells; AID 686992; activation, % at 7.58 µM; P16581; actives 0.37% (n = 260,000); HUVEC E-selectin immunofluorescence imaging; normalized: neutral wells 0, TNF-alpha wells 100;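 active means mean E-selectin-positive cell signal at least 10% of the positive control, reached in at least 60% of replicates, without over 20% cell loss; inconclusive means no rule given, readout overlaps actives, possibly toxicity-flagged; inactive means the rest, including those meeting only one limit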;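 further: in these data hits start at about 27%; measured in HUVEC primary endothelial cells; signal is the percent of cells scored E-selectin positive by PE staining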
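Test system – human umbilical vein endothelial cells (HUVEC), E-selectin induction · Input – 3,000 HUVEC seeded per well · Buffer or medium – EGM-2, gelatin · Compound dosing – single-point compound dose · Detection – immunofluorescence imaging · Measure – percent E-selectin-positive cells · Controls – TNF-alpha high, DMSO low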
Xi reactivation: activators of X-chromosome reactivation in mouse fibroblasts | XiGFP mouse fibroblasts, % GFP-positive cells imaging, 3 d; cells co-treated with 5-aza-dC sensitizer; scaled so ellipticine positive control = 100% | activation, % at 7.58 µM | actives 0.055% (n = 360,000) | AID 743238;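 active means mean normalized replicate activation at least 10% and every replicate at or above 10%; inconclusive means only one of the two criteria met; inactive means mean below 10% and not all replicates reach 10%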;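 further: 0% = median of on-plate neutral control wells and 100% = ellipticine 6 µM median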
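Assay system – SV40-immortalized XiGFP fibroblast cells, line 68-5-11 · Buffer or medium – DMEM supplemented with 5-aza-dC as sensitizing agent · Dosing – one concentration, pinned · Benchmarks – positive control ellipticine, 6 µM final · Times – 3 days compound exposure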
FN deposit inh: fibronectin deposition inhibition; inhibition, % at 12.6 µM; actives 0.086% (n = 350,000); AH1F fibroblasts, Alexa488-fibronectin deposition fluorescence, overnight; AID 743247;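 active means mean inhibition across replicates of 30% or more, regardless of how many single replicates reach that level; inconclusive means mean under 30% yet at least half of replicates reach 30%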;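 further: positive control wells lacked labelled fibronectin entirely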
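test system = AH1F fibroblasts assembling fluorescent fibronectin matrix | quantity = 10000 AH1F cells per well | buffer or medium = DMEM plus 2% serum, read in PBS | doses = single dose, pinned | incubation = 1 h cell attachment, overnight exposure to compound and label | detection = fluorescence at 485 nm excitation, 525 nm emission | read-out basis = inhibition from reduced deposited-fibronectin fluorescence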
RAD54 branch: inhibitors of human RAD54 branch migration | Q92698 | RAD54 Holliday junction branch migration, FAM/BHQ fluorescence | inhibition, % at 10.4 µM | actives 0.14% (n = 360,000) | AID 602329;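 active means mean normalized replicate activity at least 40 and at least half of replicates scoring 40 or more; inconclusive means only one of the two criteria met; inactive means mean below 40 and under half of replicates reaching 40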;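 further: 0% = median of neutral control wells and 100% = median of positive control wells; inhibitors cause a drop in the FAM fluorescence signal; in these data hits start at about 50%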
Target sequence (Q92698 whole entry, looked up): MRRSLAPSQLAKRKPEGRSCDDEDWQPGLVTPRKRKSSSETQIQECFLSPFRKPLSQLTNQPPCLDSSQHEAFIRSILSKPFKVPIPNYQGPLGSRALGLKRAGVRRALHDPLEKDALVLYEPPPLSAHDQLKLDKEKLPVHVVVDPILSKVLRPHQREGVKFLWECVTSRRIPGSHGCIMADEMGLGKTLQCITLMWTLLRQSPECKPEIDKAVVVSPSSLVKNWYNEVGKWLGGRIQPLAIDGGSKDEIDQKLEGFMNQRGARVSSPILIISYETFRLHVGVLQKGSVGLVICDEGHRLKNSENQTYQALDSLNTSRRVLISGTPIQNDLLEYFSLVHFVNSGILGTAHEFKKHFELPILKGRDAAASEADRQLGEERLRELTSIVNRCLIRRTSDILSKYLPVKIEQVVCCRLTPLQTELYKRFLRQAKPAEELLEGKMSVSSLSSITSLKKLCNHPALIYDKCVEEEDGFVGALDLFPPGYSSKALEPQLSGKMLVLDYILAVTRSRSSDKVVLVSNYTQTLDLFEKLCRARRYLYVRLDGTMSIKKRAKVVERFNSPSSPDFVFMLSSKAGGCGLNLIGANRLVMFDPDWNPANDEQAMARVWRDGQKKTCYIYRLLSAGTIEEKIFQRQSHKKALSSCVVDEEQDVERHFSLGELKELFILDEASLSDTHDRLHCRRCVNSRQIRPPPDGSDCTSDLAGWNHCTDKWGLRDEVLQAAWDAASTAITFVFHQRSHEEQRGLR
S100A4 MyoIIA: inhibitors of human S100A4 binding to myosin IIA peptide. inhibition, % at 10.7 µM. actives 0.14% (n = 360,000). AID 652163. S100A4/TAMRA-MyoIIA peptide fluorescence polarization. P26447;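 active means mean inhibition of at least 70% across replicates, with every replicate also reaching that level; inconclusive means mean inhibition reaches 70% but some replicates fall short; inactive means mean inhibition below 70%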
Target sequence (P26447 whole entry, looked up): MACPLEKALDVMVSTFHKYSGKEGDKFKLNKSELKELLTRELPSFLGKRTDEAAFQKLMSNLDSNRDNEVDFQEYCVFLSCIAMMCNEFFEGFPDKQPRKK
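Assay system: human S100A4 monomer with TAMRA-labelled myosin IIA peptide / Buffer or medium: Calcium-containing HEPES buffer, pH 7.2 / Reagent: TAMRA-labelled myosin IIA heavy-chain peptide probe, 5 nM / Compound: one dose per compound / Timing: polarization read 5 min after assay mix addition, stable 5–60 min / Benchmarks: neutral control DMSO, positive control TFP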
Numbers without * were called inactive; ? = inconclusive; nt = not tested or not shown; & = joins results of further samples.

canonical_smiles,RAD52 anneal inh,esBAF inh,EWS-Fli inh,E-selectin induc,Xi reactivation,FN deposit inh,RAD54 branch,S100A4 MyoIIA
C[C@@H]1CN([C@H](C)CO)C(=O)Cc2cc(NS(=O)(=O)c3cccs3)ccc2O[C@@H]1CN(C)S(=O)(=O)c1cn(C)cn1,-6,-7,0,-0.4,-1.1,nt,1,-5
COCCNC(=O)CCc1nc2cccnc2n1Cc1ccc(OC)cc1,-3,-3,-2,0.1,0.3,8,1,-1
N#Cc1ccc(-c2ccc([C@@H]3[C@H](CO)N4C(=O)CN(C(=O)Cc5ccccc5)C[C@@H]34)cc2)cc1,-20,nt,10,-0.4,-0.1,nt,nt,-3
Cc1[nH]c2ccccc2c1/C=N/NC(=O)c1cc(-c2ccncc2)nc2ccccc12,-6,-6,nt,0.7,0.0,12,-2,0
COc1cccc(OCc2cc(C(=O)N(C)CCC3CCCCO3)no2)c1 (configuration not stated),-3,35,-42,0.1,-0.1,-9,13,-5
O=Cc1ccc([B-](F)(F)F)s1,-23,-11,-8,4.0,0.0,0,-8,6
O=C(CCN1C(=O)c2cccc3cccc(c23)C1=O)NCc1ccco1,-23,nt,-2,nt,0.1,4,nt,6
C[C@@H]1CN([C@@H](C)CO)C(=O)Cc2cc(NC(=O)Nc3cccc4ccccc34)ccc2O[C@@H]1CN(C)C(=O)NC1CCCCC1,0,-7,16,5.5,0.3,nt,-12,-5
O=C(/C=C/c1ccc(Cl)cc1)NCCCN1CCOCC1,-7,-12,1,0.8,-0.1,-5,6,-4
CCC(=O)Nc1ccc(NC(=S)Nc2ccccc2)cc1,7,nt,1,-2.6,0.1,4,5,0
CCn1c(SCC(=O)Nc2ccc3[nH]c(=O)[nH]c3c2)nc2ccccc21,-13,-1,-2,nt,0.1,5,-1,-8
C[C@@H]1CN([C@@H](C)CO)S(=O)(=O)c2ccc(C#Cc3ccccc3)cc2O[C@H]1CN(C)C(=O)CN(C)C,34,2,18,0.0,-0.3,15,4,7
O=C(COC(=O)/C=C/c1ccco1)NCc1ccco1,-17,8,-3,-0.1,-0.1,-13,3,1
COC(=O)c1c(C)[nH]c(C(=O)C(C)OC(=O)c2cc(C)oc2C)c1C (configuration not stated),-12,-19,11,-0.3,0.0,-1,14,3
COc1ccc(/C=N/NC(=O)CCN2CCCCC2c2cccnc2)cc1Cn1cc([N+](=O)[O-])cn1 (configuration not stated),-19,5,10,0.7,0.1,4,nt,-3
Cc1ccc(S(=O)(=O)N2C[C@H]3C(=O)C[C@@H](c4ccccc4)N(S(=O)(=O)c4cccc(C)c4)[C@H]3C[C@H]2c2ccccc2)cc1,-7,1,-6,-1.4,nt,2,4,-24
COc1c2c(cc3oc(C)cc(=O)c13)OC(C(C)(C)OC1OC(CO)C(O)C(O)C1O)C2 (configuration not stated),-9,-10,-2,-0.1,-0.3,5,-5,-2
CCn1c(O)c(C#N)c(C)cc1=O,-139,nt,-10,0.4,0.0,-8,-41,-1
CO[C@@H]1CN(C)C(=O)c2cc(NS(C)(=O)=O)ccc2OC[C@@H](C)N(CC2CCOCC2)C[C@@H]1C,-3,-4,-3,-0.2,-0.2,1,-1,-2
COC(=O)c1sccc1N(C)S(C)(=O)=O,-9,1,4,nt,0.0,4,-3,-1

Entries shown so far that have a cyano group (2):
canonical_smiles,RAD52 anneal inh,esBAF inh,EWS-Fli inh,E-selectin induc,Xi reactivation,FN deposit inh,RAD54 branch,S100A4 MyoIIA
N#Cc1ccc(-c2ccc([C@@H]3[C@H](CO)N4C(=O)CN(C(=O)Cc5ccccc5)C[C@@H]34)cc2)cc1,-20,nt,10,-0.4,-0.1,nt,nt,-3
CCn1c(O)c(C#N)c(C)cc1=O,-139,nt,-10,0.4,0.0,-8,-41,-1

(cont.)
canonical_smiles,RAD52 anneal inh,esBAF inh,EWS-Fli inh,E-selectin induc,Xi reactivation,FN deposit inh,RAD54 branch,S100A4 MyoIIA
CNC(=O)c1cc(C(=O)c2ccc(F)cc2Cl)c[nH]1,-10,9,-10,-0.1,0.4,-1,1,-4
COc1ccc(NC(=O)Nc2cccc3c2O[C@@H](CN(C)S(=O)(=O)c2cn(C)cn2)[C@H](C)CN([C@H](C)CO)C3=O)cc1,6,-9,7,nt,-1.1,nt,2,29
COC(=O)C1=CN(c2ccc(Oc3ccccc3)cc2)C(N)=C(C#N)C1c1ccccc1 (configuration not stated),-27,nt,-10,0.1,0.0,nt,nt,0
Cc1nc(/N=C(\N)NC(=O)NC2CCCCC2)nc2ccccc12,4,3,39,2.1,0.1,6,4,4
Cc1ccc(/C=N/N(C)C2=NS(=O)(=O)c3ccccc32)cc1,3,3,0,-0.1,0.0,17,0,2
OC(c1ccc(Cl)c(F)c1)c1ncc(-c2cccc(C(F)(F)F)c2)[nH]1 (configuration not stated),-78,8,12,0.7,0.0,6,2,0
CSc1ncccc1C(=O)NCCc1ccc(S(N)(=O)=O)cc1,-5,2,-2,nt,0.3,0,-2,-5
Cc1nn(-c2ccccc2)c(C)c1/C=N/NC(=O)c1cc(O)cc(O)c1,7,nt,nt,0.1,-0.1,-2,0,0
C[C@@H]1CN([C@@H](C)CO)C(=O)Cc2cc(NC(=O)Nc3ccc(F)cc3)ccc2O[C@@H]1CN(C)Cc1ccc2c(c1)OCO2,1,0,0,0.4,0.1,18,5,-6
COc1ccc(-c2cc(CNc3nc4cc(-c5ccccc5C)sc4c(=O)n3C)on2)cc1,5,?,-77,0.1,-0.1,nt,14,-2
CCCNC(=O)C[C@@H]1CC[C@@H]2[C@H](COC[C@@H](O)CN2C(=O)c2cc(Cl)cc(Cl)c2)O1,-10,2,7,0.1,0.3,-2,2,-13
COc1ccc(CCNC2=C(Cl)C(=O)N(Cc3ccccc3)C2=O)cc1OC,-14,2,-8,-0.1,0.0,-6,5,-2
C[C@H]1CN([C@@H](C)CO)C(=O)c2ccccc2-c2ccccc2CO[C@@H]1CN(C)C(=O)Nc1ccc(-c2ccccc2)cc1,-4,nt,-1,0.0,0.0,-2,nt,4
CCCNC(=O)N1[C@@H](C#N)[C@H](c2ccc(-c3ccc(C(=O)N(C)C)cc3)cc2)[C@@H]1CO,-12,10,-4,0.1,0.0,-9,9,20
CCOc1ccc(NC(=O)CN(C)C(=O)Cc2c(C)nc3ccccc3c2C)cc1OCC,-13,0,-3,0.3,-0.1,-4,-6,-5
CCCC#Cc1ccc2c(c1)O[C@H](CN(C)S(=O)(=O)c1cccc(OC)c1)[C@H](C)CN([C@H](C)CO)S2(=O)=O,-21&-10&1,-2&-4&5,17&4&13,-0.1&0.0,0.0&-0.8,-11&-11,4&4,-5&-23&-11
CCN(CC)C(CNC(=O)c1cc(=O)[nH]c2ccccc12)c1ccccc1Cl (configuration not stated),-2,3,4,0.3,0.0,3,-1,-3
C[C@@H]1CN([C@@H](C)CO)C(=O)c2cccc(NC(=O)C3CCCCC3)c2O[C@@H]1CN(C)Cc1ccc(-c2ccccc2)cc1,nt,-4,9,0.0,0.2,9,nt,nt
CCCCN(Cc1ccccc1)C(=O)C1CCCN(S(=O)(=O)c2cnc[nH]2)C1 (configuration not stated),3,3,-4,nt,-0.2,-4,-10,1
Nc1c(Br)cc(Br)c2c1-c1ccc([N+](=O)[O-])cc1C2,-8,nt,-25,0.1,0.1,18,nt,-21

Molecules listed so far that contain a nitro group on carbon, in the order listed:
canonical_smiles,RAD52 anneal inh,esBAF inh,EWS-Fli inh,E-selectin induc,Xi reactivation,FN deposit inh,RAD54 branch,S100A4 MyoIIA
COc1ccc(/C=N/NC(=O)CCN2CCCCC2c2cccnc2)cc1Cn1cc([N+](=O)[O-])cn1 (configuration not stated),-19,5,10,0.7,0.1,4,nt,-3
Nc1c(Br)cc(Br)c2c1-c1ccc([N+](=O)[O-])cc1C2,-8,nt,-25,0.1,0.1,18,nt,-21

Additional records:
canonical_smiles,RAD52 anneal inh,esBAF inh,EWS-Fli inh,E-selectin induc,Xi reactivation,FN deposit inh,RAD54 branch,S100A4 MyoIIA
CC(C)NC(=O)Nc1ccc2c(c1)C(=O)N([C@@H](C)CO)C[C@@H](C)[C@H](CN(C)C(=O)c1ccccc1)OCCCC[C@@H](C)O2,2,-4,3,-0.2,0.0,nt,-5,-14
Cc1ccc(S(=O)(=O)Nc2ccc3c(c2)CC(=O)N([C@@H](C)CO)C[C@@H](C)[C@@H](CN(C)S(=O)(=O)c2cccs2)O3)cc1,-2,1,3,2.1,0.0,nt,8,2
O=C(NCC(c1ccco1)N1CCc2ccccc2C1)c1ccccc1Cl (configuration not stated),-16,nt,-8,-0.3,0.0,7,-10,45
CCOc1c(O)ccc(/C=C2\SC(=S)NC2=O)c1[N+](=O)[O-],-24,nt,-49,nt,0.1,nt,nt,-3
O=C(NCc1cc(Cl)cc(Cl)c1)c1ccc2sc([C@H]3C[C@H](O)[C@@H](CO)O3)nc2c1,-9,3,-3,0.4,-0.1,nt,1,0
OC[C@@H]1CN(Cc2ccc(Cl)cc2)C[C@H](n2cnc3c(N4CCN(c5ccccc5)CC4)ncnc32)O1,-38,-4,22,nt,0.2,-2,-4,8
COc1cc(OC)cc(-c2nnc(NC(=O)c3ccc4c(c3)OCCO4)o2)c1,-11,-6,20,-0.7,0.1,-4,-3,2
CN(CCO)c1ccc(C(C(=O)c2ccccc2)c2ccc(N(C)CCO)cc2)cc1,-18,1,-11,-0.8,0.1,5,8,40
CCOC(=O)c1c(NC(C)=O)sc2c(OCC(O)CN(CC)CC)c(Br)ccc12 (configuration not stated),46,2,48,nt,0.1,2,84*,10
O=C(c1cnccn1)N1CC[C@@H]2[C@@H](CO)Nc3ccc(-c4ccccc4)cc3[C@@H]21,-13,-1,-5,-0.4,0.0,-15,-4,-5
CCC(=O)N(C)C[C@@H]1Oc2cc(C#Cc3ccncc3)ccc2S(=O)(=O)N([C@H](C)CO)C[C@H]1C,1,4,0,-0.3,0.1,nt,4,-29
Cn1cccc1-c1cc(C(=O)N/N=C/C=C/c2ccccc2)[nH]n1,-27,5,14,nt,0.0,2,nt,-19
O=C(Cc1c(F)cccc1Cl)Nc1ccccc1-c1ccccc1,0,-10,nt,nt,0.3,4,7,20
Cc1noc(C)c1S(=O)(=O)Nc1ccc2c(c1)CC(=O)N([C@@H](C)CO)C[C@@H](C)[C@@H](CN(C)S(=O)(=O)c1cn(C)cn1)O2,-6,0,-9,-0.1,-0.7,nt,-1,-3

Compounds as they come; overall some 3% were active at least once.
